Screening results deposited in PubChem by National Center for Advancing Translational Sciences (NCATS).
PI4K2A block: PI4K2A (human) kinase inhibition; 420,000 compounds, 0.13% hits; Q9BTU6; purified PI4K2A, ADP-Glo luminescence, 1 h; active compounds read low; activity change, negative = inhibition, % at 76.9 µM; AID 1346378; in the data active = activity change below about -50%;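 also: -100% = wells without enzyme as full effect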
Target sequence (Q9BTU6 whole entry, looked up): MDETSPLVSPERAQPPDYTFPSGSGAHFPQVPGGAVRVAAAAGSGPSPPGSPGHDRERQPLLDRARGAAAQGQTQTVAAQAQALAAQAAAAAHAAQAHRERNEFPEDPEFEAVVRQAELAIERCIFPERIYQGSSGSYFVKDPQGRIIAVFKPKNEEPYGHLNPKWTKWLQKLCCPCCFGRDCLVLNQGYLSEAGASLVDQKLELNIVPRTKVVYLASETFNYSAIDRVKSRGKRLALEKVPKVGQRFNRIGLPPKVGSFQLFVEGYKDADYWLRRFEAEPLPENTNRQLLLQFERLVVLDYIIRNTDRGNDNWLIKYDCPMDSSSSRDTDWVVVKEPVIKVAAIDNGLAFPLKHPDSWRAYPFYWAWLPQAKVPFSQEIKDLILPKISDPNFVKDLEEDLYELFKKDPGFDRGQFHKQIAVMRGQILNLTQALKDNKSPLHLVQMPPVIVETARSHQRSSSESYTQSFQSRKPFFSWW
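Compounds are screened against recombinant PI4K2A using PI as substrate and ATP, the latter dispensed at 300 microM. Reactions run one hour at ambient temperature before ADP-Glo detection; full inhibition defined by wells lacking enzyme.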
* marks the source's active call; other numbers are inactive results. These rows are one share of the data, so the mix of outcomes need not match the whole.

no.	canonical_smiles	PI4K2A block
1	CCCCCCCCN1CN2Cc3ccccc3C2CS1(=O)=O (centres undefined)	5
2	CC(C(=O)NCc1ccccc1)n1c(Cc2cc(F)cc(F)c2)nc2ccccc21 (centres undefined)	-3
3	O=C(CSc1nnc(-c2cccnc2)n1Cc1ccco1)Nc1ccc(F)cc1Cl	-4
4	CCCc1cn(-c2ccc3c(c2)[C@@]2(CC(=O)N(C)C2c2ccccc2)C(=O)N3CC(C)C)nn1 (some centres undefined)	7
5	Cc1ccc(Cn2cc(CN3[C@H](C)COc4cc(Br)ccc4S3(=O)=O)nn2)cc1	4
6	O=C(CNS(=O)(=O)c1ccc(F)cc1)N1CCN(c2ccccn2)CC1	-5
7	C=CCNC(=O)CN(C(=O)Cc1ccc(Cl)nc1)c1cccc(Br)c1	1
8	CCOC(=O)C1CCN(C(=O)C(Cc2ccc3c(c2)OCO3)NC(C)=O)CC1 (centres undefined)	-4
9	CC1(C)CC(=O)N(CC(=O)N2CCN(c3cccc(Cl)c3Cl)CC2)c2ccccc2S1(=O)=O	-5
10	CSCCC(C(=O)NC(C)(C)C)n1c(-c2ccc(C)cc2)nc2ccccc21 (centres undefined)	1
11	O=C(NCCc1c[nH]c2ccccc12)[C@H](Cc1c[nH]c2ccccc12)NC1(C(=O)NC2CCCCC2)CCCCCCC1	-9
12	COC(=O)[C@]12C=CCN1[C@@H](c1ccc(Cl)cc1)c1c(c3ccccc3n1S(=O)(=O)c1ccc(C)cc1)C2	3
13	CCOC(=O)N1C(=O)C[C@](Sc2ccc(OC)cc2)(C(=O)N2CCOCC2)[C@H]1c1ccc(OC)cc1	-3
14	O=C(NCc1ccccc1)C(c1ccccc1)n1c(C2CC2)nc2ccccc21 (centres undefined)	-15
15	COC(=O)[C@]12C[C@H](CC(=O)N3CCCC3)C(=O)N(Cc3cccc4ccccc34)C1=C[C@H](C(C)(C)C)O[C@@H]2C	4
16	COCCCNC(=O)C[C@H]1C[C@@]2(C(=O)OC)C(=C[C@H](COCc3ccccc3)O[C@@H]2C)N(Cc2ccc(Cl)cc2Cl)C1=O	-1
17	Nn1c(SCc2ccc([N+](=O)[O-])cc2)nnc1-c1n[nH]c2c1CCC2	-2
18	CN(Cc1ccccc1)C(=O)OCc1cn(Cc2ccccc2Cl)nn1	-4
19	CCCC[C@H]1C2CC(OC(=O)Nc3cccc(C#N)c3)C(C2)[C@H]2CCCCN21 (some centres undefined)	-2
20	COC(=O)C[C@H]1CC[C@@H]2[C@H](COc3ccc(NC(=O)c4cnccn4)cc3C(=O)N2C)O1	6
21	O=c1c2ccccc2n(Cc2ccccc2)n1[C@@H](Cc1ccccc1)Cn1cc(C2CCCC2)nn1	2
22	COc1cccc([C@H]2NC(=O)C/C=C/[C@@H](C)[C@@H](c3cccc(OC)c3)NC(=O)C/C=C/[C@H]2C)c1	2
23	CC(=O)C[C@@H]1OC[C@H](CO)N1S(=O)(=O)c1ccc(C)cc1	-2
24	CCOC(=O)CC[C@H]1CC[C@]2(CCCN(S(C)(=O)=O)C2)O1	-5
25	O=C(Nc1nc2ncccn2c1-c1ccc(F)cc1)c1ccc(F)cc1	-1
26	COC(=O)[C@]12C[C@H](CC(=O)N3CCCCC3)C(=O)N(Cc3ccco3)C1=C[C@H](C(C)(C)C)O[C@@H]2C	1
27	CCC[C@H]1[C@@H](NC(=O)NCC)CC[C@@]23CCCN2C(=O)CCC[C@@H]13	7
28	Cc1nn(CCC(=O)NNC(=O)Nc2ccc(Cl)cc2)c(C)c1[N+](=O)[O-]	-3
29	CCCCN1CCS(=O)(=O)N(Cc2cn(Cc3ccccc3Br)nn2)C(C(=O)OC)C1 (centres undefined)	0
30	COC1=C[C@H](C(=O)NCCOC(C)=O)[C@H](C)[C@@H](c2ccccc2)CC1=O	1
31	Cc1ccc(S(=O)(=O)N2c3ccccc3C[C@H]2CC=C(c2ccccc2)c2ccccc2)cc1	2
32	Cc1ccc(S(=O)(=O)NCc2ccccc2NS(=O)(=O)c2ccc(C)cc2)cc1	-8
33	COc1ccc(S[C@]2(C(=O)N3CCCC3)CC(=O)N(c3ccc4c(ccn4C)c3)[C@@H]2c2ccc(OC)cc2)cc1	0
34	Cc1cc(C)cc(N(CC(=O)NC2CCC(C)CC2)S(=O)(=O)c2cccs2)c1 (centres undefined)	3
35	O=[N+]([O-])c1ccccc1/C=C/C=Nn1c(-c2ccc(F)cc2)n[nH]c1=S	1
36	CCCCC#CC(CC)NCc1ccc(OC)cc1OC (centres undefined)	1
37	CCOC(=O)CC[C@@]1(C(=O)OCC)C[C@@H](CC(=O)NCc2cccc3ccccc23)C(=O)N2CCCC=C21	1
38	CCCCNC(=O)C[C@H]1C[C@@]2(C(=O)OCC)CCCC3=C2N(CCC3)C1=O	-2
39	CCCCCCCCN1CCS(=O)(=O)N(Cc2ccc(F)cc2)C(C(=O)OC)C1 (centres undefined)	4
40	O=C(NCCc1ccc(F)cc1)c1ccc(Sc2ccccc2Cl)c([N+](=O)[O-])c1	0
41	Fc1ccccc1Cn1ccc2ccc(-c3ccc4ccn(Cc5ccccc5)c4c3)cc21	0
42	COC(=O)C1=CN(c2ccc(C(C)(C)C)cc2)C(N)=C(C#N)C1c1ccccc1F (centres undefined)	4
43	CC1CCC2(CC1)CCC2NCc1ccc(Cl)cc1 (centres undefined)	2
44	CCCC[C@H]1C2CC(OC(=O)Nc3ccccc3Cl)C(C2)[C@H]2CCCCN21 (some centres undefined)	-3
45	CN(C(=O)CNC(=O)c1ccccc1OCC(=O)Nc1ccc(Br)cc1)c1ccccc1	7
46	COc1ccccc1C(=O)NC1CCCCN(Cc2ccc(OC(F)(F)F)cc2)C1=O (centres undefined)	-1
47	CCOC(=O)[C@@]12CCCC3=C1N(CCC3)C(=O)[C@H]2CC(=O)NCc1ccccc1	-7
48	O=C(Nc1ccc(F)cc1)C(c1ccnc2ccccc12)N1CCN(c2cccc(C(F)(F)F)n2)CC1 (centres undefined)	-4
49	CCOC(=O)[C@]12CCCC=C1N(Cc1ccccc1)C(=O)[C@H](CC(=O)N1CCC(c3ccccc3)CC1)C2	4
50	COc1cc(O)c([C@@H](CC(=O)N2CC(C)CC(C)C2)c2ccc3c(c2)OCO3)c(OC)c1 (some centres undefined)	6

Reformatted as labelled records: entries from further up
#28 Cc1nn(CCC(=O)NNC(=O)Nc2ccc(Cl)cc2)c(C)c1[N+](=O)[O-]
  PI4K2A block: -3
#35 O=[N+]([O-])c1ccccc1/C=C/C=Nn1c(-c2ccc(F)cc2)n[nH]c1=S
  PI4K2A block: 1
#49 CCOC(=O)[C@]12CCCC=C1N(Cc1ccccc1)C(=O)[C@H](CC(=O)N1CCC(c3ccccc3)CC1)C2
  PI4K2A block: 4
#33 COc1ccc(S[C@]2(C(=O)N3CCCC3)CC(=O)N(c3ccc4c(ccn4C)c3)[C@@H]2c2ccc(OC)cc2)cc1
  PI4K2A block: 0

The results go on:
no.	canonical_smiles	PI4K2A block
51	COC(=O)[C@H](C(C)C)N1CCc2nnn(Cc3ccc(C)cc3)c2-c2cc(F)ccc2S1(=O)=O	2
52	CN(Cc1ccccc1F)C(=O)C1CCC(CNS(=O)(=O)c2cccc3cccnc23)CC1 (centres undefined)	-3
53	CCC[C@H]1[C@@H](NC(=O)c2cccc(Cl)c2)CC[C@@]23CCCN2C(=O)CCC[C@@H]13	0
54	O=C(O)[C@H](O)[C@@H](O)[C@H](O[C@@H]1O[C@H](CO)[C@H](O)[C@H](O)[C@H]1O)[C@H](O)CO	-4
55	COc1ccc(CN(CCN2CCOCC2)C(=O)c2cccc(F)c2F)cc1OC	-3
56	COc1ccc(-c2cc(C(=O)NN=Cc3ccccc3F)[nH]n2)cc1	2
57	COc1ccc(-c2nnc(SCc3c(F)cccc3F)n2N)cc1	-5
58	O=C(CSc1nc2ccccc2n1Cc1ccccc1)NNC(=S)Nc1ccccc1	-1
59	COc1cccc(CNC(=O)C2CCC(CNS(=O)(=O)c3cccc4cccnc34)CC2)c1OC (centres undefined)	-5
60	CC(=O)N[C@@H]1C=C[C@@H](CC(=O)NCc2ccc(Cl)cc2)O[C@@H]1CO	2
61	Cc1ccc(-n2c(SCC(=O)Nc3ccc4c(c3)OCCO4)nnc2-c2cccnc2)cc1	3
62	CCc1ccc(N2C(=O)C[C@@](C#N)(C(=O)OC)[C@H]2c2ccccc2)cc1	-1
63	COC(=O)[C@@]12CCCCC3=C1N(CCC3)C(=O)[C@H]2CC(=O)NCc1cccc(C(F)(F)F)c1	-3
64	Cn1c(SCc2ccc(C(C)(C)C)cc2)nnc1-c1ccco1	2
65	CCCCCNC(=O)C(c1cccc2ccccc12)n1c(=O)c(-c2ccco2)nc2ccccc21 (centres undefined)	-23
66	N#Cc1cccc(NC(=O)OCCN2C(=O)CCC23CCC(c2ccccc2)CC3)c1 (centres undefined)	5
67	Cc1ccc(C)c(NC(=O)CNS(=O)(=O)c2ccc3[nH]c(=O)oc3c2)c1	-6
68	O=C(c1cc(Cl)cc(Cl)c1)N1CC[C@H]2[C@H](CCCN2Cc2ccccc2)C1	-8
69	COC(=O)CSc1nnc(-c2n[nH]c3c2CCC3)n1N	5
70	O=C(CSc1nnc(-c2cccnc2)n1-c1ccc(Cl)cc1)Nc1cccc2ccccc12	4
71	Cc1[nH]c2ccccc2c1C(=O)c1cc(Cc2ccccc2)sc1N	-1
72	CO[C@H]([C@H](C)/C=C/N(C)C=O)[C@@H](C)C(=O)CC[C@H](C)[C@H](O)[C@H](C)[C@H]1OC(=O)/C=C/C(C)=C/C[C@H](O)C[C@@H]2C=CC[C@@H](C[C@H](OC)[C@@]3(CO3)[C@@H](OC)C[C@@H](OC)[C@@H]1C)O2	1
73	COc1ccc(CN2C[C@]3(C=C(C)Cn4c(=O)n(-c5ccccc5)c(=O)n43)N(C(=O)OCc3ccccc3)C2=NC(=O)c2ccccc2)c(OC)c1	-1
74	CCCCCNC(=O)C(c1ccccc1)n1c(=O)c(-c2cc3ccccc3[nH]2)nc2ccccc21 (centres undefined)	2
75	COC(=O)[C@]12C[C@H](CC(=O)NCC3CCCCC3)C(=O)N(Cc3ccco3)C1=C[C@H](C1CCCC1)O[C@@H]2C	-4

Shown field by field: entries from further up.
18) CN(Cc1ccccc1)C(=O)OCc1cn(Cc2ccccc2Cl)nn1
  PI4K2A block = -4
55) COc1ccc(CN(CCN2CCOCC2)C(=O)c2cccc(F)c2F)cc1OC
  PI4K2A block = -3

Next part
no.	canonical_smiles	PI4K2A block
76	O=C(CCc1ccccc1-c1ccccc1CCNC(=O)c1ccccc1)NCc1ccccc1	-1
77	O=C(c1ccccc1)c1ccc(-c2ccccc2C(=O)NC2CCCCN(Cc3ccc(Cl)cc3)C2=O)cc1 (centres undefined)	-4
78	CCOC(=O)c1csc(NC(=O)C2CCCN(S(=O)(=O)c3cccs3)C2)n1 (centres undefined)	-2
79	C[C@H]1[C@@H](NS(=O)(=O)c2ccccc2[N+](=O)[O-])CC[C@@]23CCCN2C(=O)CCC[C@@H]13	-3
80	c1ccc(-c2c[nH]c3cccc(-c4cc5ccccc5o4)c23)cc1	-4
81	CCOC(=O)N1CCN(C(=O)C[C@H]2C(=O)N(CCCOC)C3=CCCC[C@@]32C(=O)OCC)CC1	-3
82	O=C(NCc1ccccc1)C(c1ccncc1)n1c(=O)c(-c2ccco2)nc2ccccc21 (centres undefined)	-6
83	Cc1n[nH]c(C)c1S(=O)(=O)NC(C)Cc1ccccn1 (centres undefined)	0

An excerpt of these results, with each value named:
#78 CCOC(=O)c1csc(NC(=O)C2CCCN(S(=O)(=O)c3cccs3)C2)n1 (centres undefined)
  PI4K2A block: -2

#79 C[C@H]1[C@@H](NS(=O)(=O)c2ccccc2[N+](=O)[O-])CC[C@@]23CCCN2C(=O)CCC[C@@H]13
  PI4K2A block: -3

#80 c1ccc(-c2c[nH]c3cccc(-c4cc5ccccc5o4)c23)cc1
  PI4K2A block: -4
